# Screens: PubChem, National Center for Advancing Translational Sciences (NCATS)
# TDP43 rescue: inhibitors of TDP-43 toxicity in yeast | TDP-43 expressing yeast growth rescue, BacTiter-Glo, 24 h | 410,000 tested, 1.8% active | Potency, µM (doses to about 46.1 µM), for inactives: at the highest dose growth rescue (activation), hits mostly activators | AID 652104; note: potency is the fitted concentration of half-maximal effect; % of control where 0% means no effect; nearly all actives have a fitted effect of over 50% in size
#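 In this qHTS, compounds that restore growth of yeast expressing TDP-43 appear as activators. Cells (OD600=0.02, galactose medium, raffinose-pregrown) are incubated with compound 24 hr at 30 deg C and growth is quantified by BacTiter-Glo.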
# GLP-1R inv ag: inverse agonists of human GLP-1 receptor. P43220. HEK293 GLP-1R CRE-luciferase, luminescence, 24 h; GLP-1R form is constitutively active. Potency, µM (highest dose often 38.3 µM), for the others: top-dose activity change, negative = inhibition, most hits filed as inhibitors. 410,000 tested, 1.6% active; note: potency is the fitted concentration of half-maximal effect; % is set by controls: 0 for no effect and ±100 for the full control effect; nearly all actives have a fitted effect of over 55% in size
#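 Luminescence readout: a drop in cAMP-driven luciferase signal flags inverse agonism at a constitutively active GLP-1R stably expressed in HEK293. Compound exposure lasted 24 hr at 37 deg C, 5% CO2.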
# PTHR1 agonist: PTHR1 (human) receptor agonism. 410,000 tested, 0.075% active. HEK293 GP2 PTHR1 cells, GloSensor cAMP luminescence, 1 h. Q03431. AID 743266. Potency, µM (doses to about 115 µM), for the others: top-dose activation, most hits filed as activators; note: potency is the fitted concentration of half-maximal effect; nearly all actives have a fitted effect of over 55% in size; some results filed as inactive show a strong effect at the top dose; inactives centre near -15; many of its hits are not listed in these tables
# Target sequence (Q03431 whole entry, looked up): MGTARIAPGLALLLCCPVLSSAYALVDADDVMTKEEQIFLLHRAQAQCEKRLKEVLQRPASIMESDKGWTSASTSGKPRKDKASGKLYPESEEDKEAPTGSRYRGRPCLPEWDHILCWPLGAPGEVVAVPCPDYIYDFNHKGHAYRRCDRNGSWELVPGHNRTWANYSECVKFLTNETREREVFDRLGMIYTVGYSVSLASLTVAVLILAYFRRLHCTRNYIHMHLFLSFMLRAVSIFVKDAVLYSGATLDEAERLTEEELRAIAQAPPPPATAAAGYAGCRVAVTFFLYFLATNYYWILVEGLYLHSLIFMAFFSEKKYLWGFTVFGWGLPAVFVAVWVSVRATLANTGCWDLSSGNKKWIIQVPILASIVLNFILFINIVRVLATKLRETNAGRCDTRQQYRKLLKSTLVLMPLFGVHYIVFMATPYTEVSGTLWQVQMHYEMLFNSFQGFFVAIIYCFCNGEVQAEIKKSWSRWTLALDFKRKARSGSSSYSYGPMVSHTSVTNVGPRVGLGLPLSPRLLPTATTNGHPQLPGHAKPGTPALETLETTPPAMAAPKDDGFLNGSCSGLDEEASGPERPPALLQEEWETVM
#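 HEK-293-derived GP2 cells expressing PTHR1 and a GloSensor cAMP reporter, 3,000/well, plated overnight, given luciferin plus IBMX (each 0.5 mM as added) for 1 h at 37 °C, then compound for 1 h at 37 °C. Luminescence was read after 15 min at room temperature.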
# Abeta rescue: compounds reversing amyloid beta toxicity in yeast | 410,000 tested, 0.063% active | Potency, µM (highest dose often 46.1 µM), for the others: at the top dose growth rescue, most hits filed as activators | AID 1347071 | yeast expressing A-beta42, growth rescue, OD600, 48 h; response scale: 0% DMSO, 100% iron-clioquinol control; note: potency is the fitted concentration of half-maximal effect; nearly all actives have a fitted effect of over 55% in size
#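 Growth rescue measured by 600 nm absorbance after 48 h yeast culture at 30 C with compound. Values normalized between DMSO and an equimolar ferric chloride plus clioquinol control.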
# aSyn rescue: inhibitors of alpha-synuclein toxicity in yeast; Yeast expressing alpha-synuclein, growth rescue, BacTiter-Glo, 24 h; Potency, µM (titrated, usually from 46.1 µM), inactives show at the highest dose growth rescue (activation), hits mostly activators; 370,000 tested, 0.14% active; note: potency is the fitted concentration of half-maximal effect; % of control where 0% means no effect; nearly all actives have a fitted effect of over 65% in size
#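 Galactose-induced alpha-syn yeast (OD600=0.02, raffinose-pregrown) + pinned cpd, 24 hr, 30 deg C; growth by BacTiter-Glo luminescence. Growth restoration scores as activation.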
# FUS yeast rescue: FUS proteinopathy suppression in yeast; Potency, µM (highest dose often 76.6 µM), inactives show at the top dose growth rescue (activation), actives largely listed as activators; 390,000 tested, 0.24% active; AID 1347120; S. cerevisiae FUS-expressing, growth rescue, OD600, 24 h;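 note: potency is the fitted concentration of half-maximal effect; plate controls were DMSO vehicle for no effect and reference control for full effect; nearly all actives have a fitted effect of over 55% in size; some results filed as inactive show a strong effect at the top dose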
#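 Yeast expressing FUS under galactose induction, OD 0.005 in 2% galactose medium; compounds in a dilution series, 24 h at 30C. Growth rescue by absorbance at 600 nm; CP55940 positive control, DMSO negative.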
# GLP-1R agonist: GLP-1 receptor (human) agonism; HEK293 GLP-1R CRE-luciferase, luminescence, 4-6 h; cells express a hypersensitive GLP-1R form; P43220; AID 624172; 380,000 tested, 0.007% active; Potency, µM (top dose mostly 45.6 µM), for the others: at the top dose activation, actives largely listed as activators; note: potency is the fitted concentration of half-maximal effect; % of control where 0% means no effect
# DRD3 antagonist: antagonists of human D3 dopamine receptor; P35462; D3R cells, DiscoveRx beta-arrestin luminescence, antagonist mode; active compounds read low; max response, negative = inhibition, %; 360,000 tested, 2.5% active; in the data active = max response below about -50%; inconclusive = no clear call, values can overlap the other calls; note: % is set by controls: 0 for no effect and ±100 for the full control effect; mostly tested at two doses, the higher about 12 µM
# Target sequence (P35462 whole entry, looked up): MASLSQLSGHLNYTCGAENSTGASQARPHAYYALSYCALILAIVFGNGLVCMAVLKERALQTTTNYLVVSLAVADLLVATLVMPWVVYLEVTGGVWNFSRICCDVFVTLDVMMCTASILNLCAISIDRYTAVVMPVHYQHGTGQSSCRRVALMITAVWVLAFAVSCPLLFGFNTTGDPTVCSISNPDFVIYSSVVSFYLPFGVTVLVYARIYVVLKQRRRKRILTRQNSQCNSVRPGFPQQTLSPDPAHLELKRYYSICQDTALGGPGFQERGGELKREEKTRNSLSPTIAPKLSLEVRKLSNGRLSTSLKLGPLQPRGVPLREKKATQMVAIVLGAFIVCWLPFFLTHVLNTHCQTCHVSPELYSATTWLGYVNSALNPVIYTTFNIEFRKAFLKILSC
#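 Cells plated overnight at 1500 cells/well, then exposed to library compounds with dopamine controls for 90 minutes at 37 degrees C. DiscoveRx reagent added for 30–60 minutes at room temperature; luminescence read, quantitative HTS format.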
# pAkt inh: Akt phosphorylation inhibition; AID 651550; Neuro2A IGF-stimulated pAkt S473 HTRF, 20 min; active compounds read low; activity change, % for hits at 50 µM; 360,000 tested, 0.32% active; in the data active = activity change below about -80%; inconclusive = mostly about -51% to -80%; note: % is set by controls: 0 for no effect and ±100 for the full control effect
#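 Neuro2A cells (4,500/well, DMEM with 0.5% FBS) were treated with compound at a single 50 µM final concentration, stimulated with 6 nM IGF for 20 min at 37 °C, and lysed. Phospho-Akt Ser473 was read by HTRF as 665/615 ratio ×10^4.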
# The depositor's hits bear a star; i = inactive; ? = inconclusive; . = not tested or not shown; [ ] = another dose, or the depositor's remark. Unless noted, calls come from the whole dose curve; as a rule, active = well fitted curve in the direction sought with a large enough effect; inconclusive = small, poorly fitted or top-dose-only effect, or another doubt; inactive = no such curve, though single readings can be large; an effect the other way counts as inactive or inconclusive.
smiles | pAkt inh | DRD3 antagonist | GLP-1R agonist | GLP-1R inv ag | FUS yeast rescue | PTHR1 agonist | aSyn rescue | Abeta rescue | TDP43 rescue
Cc1ccc(NC2CCCN(C(=O)CCN3CCCCO3)C2)cc1C (stereo unspecified) | i | -15 | 0% | 1% | . | -21% | 5% | -4% | -12%
CCS(=O)(=O)Nc1cccc(C(=O)O)c1 | i | 11 | -4% | 0% | -15% | i | -4% | -29% | 2%
COc1ccc(C2C(C#N)=C(N)Oc3c2c(C)nn3-c2ccccc2)cc1Cn1nc(C)c([N+](=O)[O-])c1C (stereo unspecified) | i | 0 | 0% | -23% | 41% | -7% | -1% | 3% | -5%
COc1ccc(Cl)cc1NS(=O)(=O)c1c(C)nc2sccn2c1=O | i | -21 | 2% | 7% | -7% | -4% | -4% | -15% | -25%
O=C(/C=C/c1ccco1)NCCc1ccccc1 | i | 3 | 8% | -6% | 5% | -18% | 4% | 1% | 6%
CCn1c(SCC(=O)N/N=C/C=C/c2ccco2)nnc1-c1ccccc1 | i | -11 | 11% | 4% | . | i | 2% | 9% | -6%
NC(CCC(=O)O)C12CC3CC(CC(C3)C1)C2 (stereo unspecified) | i | -3 | 17% | 1% | 25% | -18% | -5% | 9% | -5%[0.397 µM]
CC1(C)Cc2c(sc(NC(=O)C(=O)N3CCCC3)c2C#N)CO1 | i | 64 | 1% | 52%[activator] | 14% | i | -3% | -23% | 13%
Nc1cc(=O)[nH]c(SCc2ccccc2Cl)n1 | i | -15 | 0% | -1% | -25% | i | 0% | -5% | -2%
CSCC[C@H](NC(=O)Nc1cccc(C(F)(F)F)c1)C(=O)O | i | 6 | -13% | 1% | 5% | i | 0% | 3% | -5%
Cc1ccccc1CN1CCN(S(=O)(=O)c2ccc(F)cc2)CC1 | i | -78* | 1% | ? | -8% | i | -1% | -3% | 7%
COCCCn1c(SCC(=O)NCc2ccccc2)nc2ccccc2c1=O | i | 3 | 10% | 1% | -1% | -3%[57.5 µM] | 2% | 12% | -7%
CCOc1ccccc1NC(=O)c1sc(-n2nc(C)c(CCC(C)C)c2C)nc1C | . | . | . | 5% | 14% | ? | . | -17% | 21%
CC(CNC(=O)c1nnc(Cc2cccc(F)c2)o1)c1ccccc1 (stereo unspecified) | . | . | . | ? | 14% | i | . | 20% | 16µM*
COc1ccc(Cl)cc1C(=O)Nc1ccncc1 | i | -8 | 8% | 36%[activator] | -4% | i | 1% | -13% | 10%
CN1C(=O)NC(c2ccc(O)cc2)C(C(=O)c2cccs2)C1(O)C(F)(F)F (stereo unspecified) | i | -16 | 0% | 0% | 8% | -4%[57.5 µM] | 0% | 10% | -10%
COc1cc(C)c(Cl)cc1S(=O)(=O)NCCN1CCOCC1 | . | ? | 2% | -5% | 23% | -34%[inhibitor][57.5 µM] | -2% | -18% | -13%
N#Cc1ccc(C(=O)N2CCN(S(=O)(=O)c3ccc(Cl)s3)CC2)cc1 | i | -11 | -2% | -18% | 13% | -12% | -7% | -4% | 9%
O=C(Nc1ccc(OC(=O)c2cccnc2)cc1)c1cccnc1 | i | 2 | -8% | -7% | 10% | i | -1% | -7% | 12%
CCOc1ncccc1C(=O)Nc1nnc(C)s1 | i | 18 | 25% | 67%[activator] | -18% | i | 7% | -8% | 21%
CCOC(=O)C1CCN(C(=O)c2ccc3c(=O)n4nc(Nc5ccccc5CC)sc4nc3c2)CC1 | i | ? | 5% | ? | ? | -94%[inhibitor] | -3% | -4% | 5%
COC(=O)Cc1ccc(NC(=S)NCCSc2ccc(C)cc2)cc1 | i | -21 | 5% | ? | 30% | -10% | -19% | ? | ?
O=C(CN1C(=O)c2ccc([N+](=O)[O-])cc2C1=O)Nc1nccs1 | i | -3 | 1% | 18% | -1% | -18% | 1% | -6% | 13%
CN(C(=O)CSc1ncnc2sccc12)C1CCCCC1 | i | 46 | 17% | -7% | . | -25% | 1% | -11% | ?
Cc1ccc(NC(=O)NC2(C(=O)NCc3ccco3)CCCCC2)cc1 | i | -5 | -17% | 2% | 15% | -2%[57.5 µM] | 1% | 13% | -14%
Cc1ccc(C2=CC(c3ccccc3F)n3c(nc4ccccc43)N2)cc1C (stereo unspecified) | . | . | . | ? | 12% | -42% | . | 6% | ?
CCO[C@H]1C[C@@H](c2ccc(CC)cc2)N(S(=O)(=O)c2ccc(C)cc2)C2CC(c3ccc(CC)cc3)N(S(=O)(=O)c3ccc(C)cc3)CC21 (stereo partly specified) | i | -8 | . | 21% | -1% | i | 2% | -10% | 9%
COc1ccc(C2N=C(N)Nc3nc4ccccc4n32)c(OC)c1OC (stereo unspecified) | . | . | . | 8% | -11% | ? | . | 1% | 15%
CCCN1CCCc2cc(CN(CCCN3CCOCC3)C(=O)Nc3ccc(CC)cc3)ccc21 | . | . | . | ? | -1% | -10% | . | -11% | 1%
Cc1ccc(NC(=O)Cn2c3ccc(F)cc3c3nc4n(c(=O)c32)CCS4)cc1F | i | -21 | 0% | -10%[7.66 µM] | 7% | i | -15% | 16% | -18%
COc1cc(C(=O)OCCN2CCCCC2)ccc1O | i | -58* | 1% | -17% | -14% | i | -3% | 2% | -19%
CC1CCN(CC(=O)NC2CCCCC2)CC1 | i | ? | 1% | -4% | 1% | i | -5% | 27% | -13%
N#Cc1c(N)nc2c(c1-c1cccnc1)CCCCC2 | i | 10 | 1% | -23% | 14% | -2%[57.5 µM] | -2% | 7% | 0%
O=C(O)Cn1nnnc1SCC(=O)Nc1ccccc1F | i | 12 | 3% | 11% | 7% | i | -1% | 5% | -6%
Cc1cc(C)n(CCN(C)C(=O)C2CCC(=O)N(CCN3CCOCC3)C2)n1 (stereo unspecified) | i | 11 | -9% | -4% | -1% | i | 0% | 4% | 12%
CS/C(=C\[N+](=O)[O-])Nc1ccc(C)cc1 | i | -1 | 4% | -25% | -15% | i | 1% | -12% | 2%
COc1ccc(CN2C[C@@H](CO)O[C@@H](n3cnc4c(NCCN(C)C)ncnc43)C2)cc1 | i | -16 | 3% | 19% | -16% | 7% | 9% | 15% | 6%
O=C(Nc1nnc(C2CCCCC2)s1)C1CC(=O)N(c2ccccc2)C1 (stereo unspecified) | i | 3 | -2% | 5% | 22% | 6% | 1% | -16% | -21%
COc1ccc(-c2cc(C)no2)cc1S(=O)(=O)N1CCN(c2ccc([N+](=O)[O-])cc2)CC1 | i | -5 | -4% | -11% | 17% | -16% | 3% | 2% | ?
CC(C)c1ccc(NC(=O)c2snc3ccc(Cl)cc23)cc1 | i | 14 | -13% | 0% | . | -25% | 0% | ? | 10%
Cc1cc(Nc2cccc(Cl)c2)nc2ccc(NC(=O)Cc3c(F)cccc3Cl)cc12 | . | . | -3% | ? | ? | i | . | 1% | 6%
Cc1cc(C)n(CC(=O)N/N=C/c2ccc3c(c2)OCO3)n1 | i | 2 | 1% | -13% | 1% | -23% | 1% | -10% | 3%
CC12CCC(C(=O)N(c3ccccc3Cl)C1=O)C2(C)C (stereo unspecified) | i | 3 | 6% | ? | 6% | i | 8% | 7% | -7%
O=C1/C(=C/c2cccc(Cl)c2)SC(=S)N1CCC(=O)N1CCCCC1CCO (stereo unspecified) | . | 9 | -9% | ? | 42% | -39%[inhibitor] | 18% | -9% | 3%
Cc1ccc(-n2[nH]c(C)c(C=Nc3ccc4[nH]c(=O)[nH]c4c3)c2=O)cc1 | i | 21 | -6% | ? | . | -54%[inhibitor] | -6% | 0% | -2%
CCCCN(C(=O)c1ccncc1)c1c(N)n(CCC)c(=O)[nH]c1=O | i | 2 | 0% | 3% | 10% | -23% | -6% | 1% | -1%
Cc1ccc(NC(=O)Cn2cnc3c(nnn3Cc3ccc(F)cc3)c2=O)cc1 | i | 5 | -6% | 14% | -7% | -28% | 3% | 4% | 17%
CCOC(=O)c1ccc(NC(=O)NCCN2CCCCC2)cc1 | i | 8 | 2% | 6% | -10% | i | 1% | 9% | -1%
CCOC(=O)c1[nH]c(C(=O)O)c(CCC(=O)OC)c1C | . | -6 | 23% | -23% | 12% | ? | 0% | -4% | -24%
O=S(=O)(c1ccc(Nc2ccc(-c3ccc4c(c3)OCCO4)nn2)cc1)N1CCCC1 | i | -4 | -5% | 2% | -15% | -11%[57.5 µM] | -14% | -8% | -13%
CC(=O)Oc1ccc2c3c(c(=O)oc2c1C)CCCC3 | i | 2 | 0% | 28% | 8% | -40%[inhibitor] | -1% | -2% | 26%
CCNc1nc(SCCOc2ccc(Br)cc2)nc(N(C)C)n1 | i | 48 | 0% | ? | -23% | -25% | -8% | 0% | ?
COc1ccc(CN(C)C(=O)COC(=O)c2c(C)nn(-c3ccc(F)cc3)c2Cl)cc1 | i | -13 | 11% | ? | ? | -30% | 0% | -21% | ?
O=C(CSc1nnc(NC(=O)c2ccc(F)cc2F)s1)NC1CC1 | i | -8 | -2% | -8% | 19% | i | -3% | -18% | -7%
Cc1ccc(C)c(NS(=O)(=O)c2ccc(OCC(=O)N3CCOCC3)cc2)c1 | i | -19 | 10% | -8% | 14% | i | 1% | -4% | -10%
NC(=O)C1CCN(c2nc(-c3cccc(Cl)c3)cs2)CC1 | . | . | 21% | . | 8% | -3% | . | -5% | .
COc1cccc(Nc2c3c(nc4nncn24)CCC3)c1 | . | . | . | -1% | -16% | i | . | -9% | ?
C/C(Cl)=C/CSc1nnc2n(N)c(=O)c3ccccc3n12 | . | 32 | 2% | 5% | 18% | 15% | . | 6% | -23%

# At a glance, part of the list above:
smiles | pAkt inh | DRD3 antagonist | GLP-1R agonist | GLP-1R inv ag | FUS yeast rescue | PTHR1 agonist | aSyn rescue | Abeta rescue | TDP43 rescue
COc1cccc(Nc2c3c(nc4nncn24)CCC3)c1 | . | . | . | -1% | -16% | i | . | -9% | ?
C/C(Cl)=C/CSc1nnc2n(N)c(=O)c3ccccc3n12 | . | 32 | 2% | 5% | 18% | 15% | . | 6% | -23%

# These rows are one share of the data; the hit share may differ from the screen's.
